Compound activity as filed in PubChem.
AmpC no deterg = AmpC beta-lactamase inhibition without detergent; AmpC nitrocefin hydrolysis, absorbance 480 nm, 0.0001% Triton; Potency, µM (top dose mostly 57.1 µM), inactives show at the top dose activity change, negative = inhibition, usual class: inhibitors; hit rate 0.52% among 330,000; AID 485341;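 also: potency is read from the fitted curve at half-maximal effect; plate controls were no compound for no effect and no enzyme for full effect; nearly all actives have a fitted effect of over 20% in size; some results filed as inactive show a strong effect at the top dose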
Target sequence (P00811 whole entry, looked up): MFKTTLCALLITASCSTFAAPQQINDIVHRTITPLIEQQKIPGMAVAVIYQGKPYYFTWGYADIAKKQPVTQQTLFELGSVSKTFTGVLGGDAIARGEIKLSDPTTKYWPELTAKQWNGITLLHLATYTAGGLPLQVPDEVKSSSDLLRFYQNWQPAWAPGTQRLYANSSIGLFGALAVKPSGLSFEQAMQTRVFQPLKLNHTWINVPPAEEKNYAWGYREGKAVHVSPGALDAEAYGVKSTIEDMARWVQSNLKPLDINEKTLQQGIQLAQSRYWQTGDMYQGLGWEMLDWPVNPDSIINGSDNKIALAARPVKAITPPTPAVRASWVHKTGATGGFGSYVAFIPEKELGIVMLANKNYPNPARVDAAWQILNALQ
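20 mM phosphate pH 7.0 + 0.01% (detergent screen) or 0.0001% Triton X-100; 5.3 nM AmpC reagent; cpd preinc 15 min RT; nitrocefin (800 uM stock) to start; A480 q20 s × 4 min; Activity was normalised to no-enzyme and no-compound control wells.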
AmpC detergent = blocks E. coli AmpC beta-lactamase in detergent assay. P00811. AID 485294. Potency, µM (doses to about 114 µM), for inactives: top-dose activity change, negative = inhibition, actives largely listed as inhibitors. hit rate 0.041% among 370,000. AmpC hydrolysis of nitrocefin, absorbance 480 nm, 0.01% Triton;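 also: potency is read from the fitted curve at half-maximal effect; 0% = no-compound wells and -100% = no-enzyme wells; nearly all actives have a fitted effect of over 25% in size; some results filed as inactive show a strong effect at the top dose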
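AmpC (5.3 nM in the dispensed reagent) in 20 mM phosphate pH 7.0 with 0.01% (detergent screen) or 0.0001% Triton X-100 was preincubated with compounds for 15 min at room temperature. Nitrocefin was then added from an 800 uM solution, and hydrolysis was followed at 480 nm.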
FBPA Giardia inh = inhibitors of Giardia lamblia fructose-1,6-bisphosphate aldolase; A8B2U2; purified Giardia FBPA; Potency, µM (doses to about 59.6 µM), for inactives: at the top dose activity, negative = inhibition, usual class: inhibitors; hit rate 0.71% among 290,000; AID 2451; also: potency is read from the fitted curve at half-maximal effect; nearly all actives have a fitted effect of over 55% in size
Target sequence (A8B2U2 whole entry, looked up): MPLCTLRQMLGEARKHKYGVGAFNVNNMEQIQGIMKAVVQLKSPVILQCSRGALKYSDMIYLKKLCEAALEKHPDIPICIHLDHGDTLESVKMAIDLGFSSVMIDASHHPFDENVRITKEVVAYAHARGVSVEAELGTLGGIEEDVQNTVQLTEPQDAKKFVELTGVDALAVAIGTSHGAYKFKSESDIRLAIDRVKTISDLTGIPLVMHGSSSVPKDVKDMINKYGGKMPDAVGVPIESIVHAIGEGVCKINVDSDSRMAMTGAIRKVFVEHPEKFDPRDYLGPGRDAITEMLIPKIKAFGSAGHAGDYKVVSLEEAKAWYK
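40 nM FBPA preincubated 10 min at RT with compound (up to 57.5 uM final), then substrate plus GAPDH/TPI/NAD/arsenate coupling and diaphorase/resazurin added. Fluorescence read after 20 min at RT, 525/598 nm.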
Sm TGR block = inhibitors of Schistosoma mansoni thioredoxin glutathione reductase; Q962Y6; purified TGR, DTNB reduction, TNB absorbance 405 nm; Potency, µM (top dose mostly 114 µM), for the others: at the top dose activity change, negative = inhibition, hits mostly inhibitors; hit rate 3% among 360,000; also: potency is read from the fitted curve at half-maximal effect; nearly all actives have a fitted effect of over 60% in size
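First, TGR (20 nM dispensed) and NADPH were mixed with compound. Second, a 15 min room-temperature incubation followed. Third, further NADPH and then DTNB were added to start the reaction. Finally, TNB absorbance was monitored kinetically.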
HCMV inh = inhibitors of human cytomegalovirus; hit rate 4.5% among 410,000; activity change, negative = inhibition, % at 57.5 µM; HFF cells, HCMV-luciferase reporter, 72 h; active compounds read low; AID 1259415; in the data active = activity change below about -60%; inconclusive = no clear call, values can overlap the other calls; inactive = above about -39%
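Human foreskin fibroblasts infected with luciferase-reporter HCMV at MOI 1 PFU/cell, compounds at two doses. Luciferase measured 72 h post infection; normalized to buffer-only basal and Salinomycin (10uM) controls.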
AMA1-RON2 inh = AMA1-RON2 (P. falciparum) interaction inhibition. AlphaScreen AMA1-biotinylated RON2 peptide binding. Potency, µM (titrated, usually from 58.2 µM), inactives show at the highest dose activity change, negative = inhibition, most hits filed as inhibitors. hit rate 0.2% among 360,000;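 also: potency is read from the fitted curve at half-maximal effect; 0% = vehicle wells and -100% = peptide control; nearly all actives have a fitted effect of over 45% in size; some results filed as inactive show a strong effect at the top dose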
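AMA1 (3D7) with his tag at 25 nM final met compounds first, then biotinylated RON2 peptide at 25 nM; detection used donor plus acceptor beads, 10 µg/mL apiece, read by AlphaScreen after 30 min at room temperature.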
Numbers without * were called inactive; ? = inconclusive; / = no result given; & = joins results of further samples; [ ] = dose if it differs, or a comment. Unless noted, calls follow the shape of the dose curve; as a rule, active = well fitted curve in the direction sought with a large enough effect; inconclusive = small, poorly fitted or top-dose-only effect, or another doubt; inactive = no such curve, though single readings can be large; an effect the other way counts as inactive or inconclusive. Unless noted, % is scaled to controls: 0 for no effect and ±100 for the full control effect.

| compound | AmpC no deterg | AmpC detergent | FBPA Giardia inh | Sm TGR block | HCMV inh | AMA1-RON2 inh |
| --- | --- | --- | --- | --- | --- | --- |
| CCOc1ccc(NC(=O)COC(=O)Cc2ccc(S(=O)(=O)N3CCOCC3)s2)cc1 | -7% | 1% | -6% | -4% | 1 | -4% |
| COC(=O)CCC(=O)OC | -3% | / | / | / | -1 | 0% |
| CCCCN1CNC(=S)N(c2cc(C)ccc2C)C1 | -21% | ? | 2% | -5% | 13 | -2% |
| Cc1ccnc(NC(=O)CCC(=O)N(CC(=O)NC(C)(C)C)c2ccc3c(c2)OCCO3)c1 | 28% | -4% | 6% | / | 17 | 4% |
| CCOc1ccc(OCC(=O)Nc2nccs2)cc1 | -21% | 7% | 0% | / | / | 25% |
| O=S(=O)(N[C@H](CO)Cc1ccccc1)c1ccc(Br)cc1F | -21% | / | / | / | -5 | 6% |
| COC(=O)c1cnc2c(c(C)nn2C)c1OC | -7% | 3% | 21% | 11% | 32 | -4% |
| COc1cc(NS(=O)(=O)c2ccc(C)cc2)ccc1-n1cnnn1 | -41% | ? | 2% | -23% | -14 | 1% |
| O=C(Nc1ccc(C(=O)N2CCN(c3ccccc3)CC2)cc1)c1nsc2ccccc12 | / | -3% | / | 2% | 73 | / |
| COc1ccc(NC(=O)CN2C(=O)C(C)N=C(c3ccccc3F)c3cc(Cl)ccc32)c(OC)c1 (stereo unspecified) | / | 5% | / | 5% | ? | / |
| Cn1c(C(=O)O)c(CC(=O)NCc2cccnc2)c2ccccc21 | -13% | 7% | -11% | 0% | 42 | -8% |
| O=C(Cc1ccccc1)OCCNC(=O)c1cccnc1 | -28% | -14% | -3% | -15% | 3 | -12% |
| CSc1cccc(NC(=O)CCc2ccccc2)c1 | -23% | ? | -6% | 3% | -4 | -1% |
| COc1nc(-c2ccccc2)ccc1-c1noc(-c2ccc(F)cc2)n1 | -19% | 3% | 1% | -3% | / | / |
| COc1ccc(C)cc1-n1nnnc1SCc1nc2ccccc2s1 | -33% | -1% | -8% | -1% | 57 | 14% |
| CCc1ccc(-c2nc(CS(=O)CC(=O)NCc3ccc(F)cc3)c(C)o2)cc1 (stereo unspecified) | / | -5% | / | ? | ? | / |
| CCOC(=O)C1CCN(C2=C(NS(=O)(=O)c3ccc(Br)cc3)C(=O)c3ccccc3C2=O)CC1 | -13% | 0% | ? | -25% | 19 | 13µM* |
| COC(=O)C(=C/C=C/c1ccco1)C(=O)OC | 70%[activator] | 7% | -2% | -35% | -25 | -1% |
| O=C(NNC(=O)C1CC1c1ccccc1)c1ccccc1[N+](=O)[O-] (stereo unspecified) | -9% | -9% | 0% | -8% | 1 | 47%[activator] |
| COc1ccc2cc(-c3cccnc3)ncc2c1 | 0% | -7% | / | ? | 81 | 3% |
| CCCCC/C=C\C/C=C\C/C=C\C/C=C\CCCC(=O)O | 144%[activator] | -21% | 3%&9%&6% | 18µM* | / | / |
| Oc1ccccc1/C=N/n1c(COc2ccccc2)n[nH]c1=S | -37% | -2% | -6% | 5% | 11 | 113%[activator] |
| COC(=O)[C@H]1[C@H]2C[C@@H]3c4[nH]c5cc(OC)ccc5c4CCN3C[C@H]2C[C@@H](OC(=O)c2ccc(N)cc2)[C@@H]1OC | 122%[activator] | ? | ? | ? | ? | -2% |
| COc1ccc(OCC(=O)N2CCN(S(=O)(=O)c3ccccc3[N+](=O)[O-])CC2)cc1 | 3% | -14% | 0% | 33% | 35 | -11% |
| CCN(CC)c1ccc(NC(=O)c2cc(C)nc3c2c(C)nn3-c2cccc(F)c2)c(C)c1 | / | 2% | / | -14% | 20 | / |
| CC(=O)N(Cc1cccnc1)c1nc2ccc(F)cc2s1 | / | -1% | / | 6% | -77* | / |
| CSc1cccc(NC(=O)c2cc(S(=O)(=O)N3CCCCC3)c[nH]2)c1 | -30% | ? | -3% | -14% | 61 | 11% |
| Cc1ccc(S(=O)(=O)N(CC(=O)N2CCN(c3ccc(F)cc3)CC2)C2CCCCC2)cc1 | 1% | -7% | 0% | 5% | -17 | -24% |
| Clc1cccc(-c2nc3nc4ccccc4nc3n2Cc2ccco2)c1 | -3% | -1% | -16% | 18µM* | 64 | 20% |
| C=CC(=O)Nc1cccc(Oc2cc(Cl)nc3[nH]ccc23)c1 | -23% | / | / | / | -17 | -16% |

3 of the compounds above, with two lines to a compound.
Value order: AmpC no deterg	AmpC detergent	FBPA Giardia inh	Sm TGR block	HCMV inh	AMA1-RON2 inh
COC(=O)C(=C/C=C/c1ccco1)C(=O)OC
  70%[activator]	7%	-2%	-35%	-25	-1%
O=C(NNC(=O)C1CC1c1ccccc1)c1ccccc1[N+](=O)[O-] (stereo unspecified)
  -9%	-9%	0%	-8%	1	47%[activator]
COc1ccc2cc(-c3cccnc3)ncc2c1
  0%	-7%	/	?	81	3%

Carrying on.
| compound | AmpC no deterg | AmpC detergent | FBPA Giardia inh | Sm TGR block | HCMV inh | AMA1-RON2 inh |
| --- | --- | --- | --- | --- | --- | --- |
| CCOc1ccc(C(=O)NC2CCN(CC(=O)NCc3ccccc3)CC2)cc1 | -6% | -11% | 4% | -3% | 5 | -3% |
| COc1ccc(/C=C/c2c(-c3cccc(C)c3)oc3ccc(-c4ccc5c(c4)OCO5)cc23)cc1 | -28% | -12% | 7% | -1% | 0 | 0% |
| CN(C)C(=O)CSc1nnc(Cc2ccccc2)n1CC1CCCO1 (stereo unspecified) | -17% | 2% | -1% | 0% | 4 | 2% |
| Cc1c(C(=O)N(C)CCC#N)oc2ccc(S(=O)(=O)N3CCOCC3)cc12 | -7% | 2% | -8% | 4% | -8 | -13% |
| CCc1ccccc1N(CC)C(=O)C1CCN(c2ncnc3c2nc2n3CCCCC2)CC1 | 137%[activator] | -11%&8% | 7% | -3%&-14% | ? | 4% |
| C=C(C)Cn1c(SCC(=O)c2ccccc2)nc2sc3c(c2c1=O)CCCC3 | / | 12% | / | 6% | ? | / |
| O=C1CC(Nc2ccc3ccccc3c2)C(=O)N1Cc1ccccc1 (stereo unspecified) | -23% | 2% | -15% | -31% | -11 | -17% |
| COc1ccc(C2c3[nH]c4ccc(OC)cc4c3CCN2C(=O)Nc2ccccc2)cc1 (stereo unspecified) | / | 25% | / | 4% | -89* | / |
| CC(NC(=O)CN1CCN(C(=O)c2cccs2)CC1)c1ccc(F)cc1F (stereo unspecified) | 3% | / | / | / | 0 | -3% |
| COc1cccc(OC)c1C(=O)NNC(=O)c1cccnc1 | -9% | -6% | 4% | 1% | 23 | -8% |
| Cc1ccc(-c2nc3ncccc3o2)cc1NC(=O)c1cccnc1 | -34% | -5% | 1% | 3% | ? | -4% |
| Cc1ccc2c(cnn2C(=O)CCC(=O)NCc2ccccc2Cl)c1 | -17% | -14% | 9% | -2% | 28 | 5% |
| Cc1ccc(C(=O)C(C)OC(=O)c2ccc(Cl)nc2)cc1 (stereo unspecified) | -10% | 0% | / | -2% | -13 | 6% |
| O=C(COc1ccc2c3c(c(=O)oc2c1)CCCC3)NC(Cc1ccc(Cl)cc1)C(=O)O (stereo unspecified) | -12% | -12% | 4% | 3% | -2 | 0% |
| Cc1ccc(OCC(=O)N2CCN(C)CC2)c(Br)c1 | -14% | ? | 2% | 0% | 58 | 0% |
| CCOC(=O)c1c(NC(=O)c2ccc(-n3cnnn3)cc2)sc2c1CCCC2 | -33% | -12% | 1% | 2% | / | 20% |
| O=[N+]([O-])c1ccccc1Nc1cccnc1 | -20% | -4% | / | 1% | -7 | 4% |
| CCc1ccc(OCC(=O)OC(C)C(=O)NC2CC2)cc1 (stereo unspecified) | -2% | 3% | / | 10% | / | 2% |
| Cc1ccc(S(=O)(=O)Nc2cccc(C(=O)NCC(c3ccco3)N3CCCCC3)c2)cc1F (stereo unspecified) | -16% | 0% | / | 0% | -15 | 0% |
| CC1CCN(S(=O)(=O)c2ccc3c4c2CC(=O)N4CC(C)S3)CC1 (stereo unspecified) | -17% | 4% | ? | -4% | -31 | -13% |
| CCOC(=O)CSc1nnc(N)s1 | 2% | -7% | -23% | 5% | 21 | -19% |
| O=C(Nc1ccc(OCC(=O)N2CCOCC2)cc1)Nc1cccc(Cl)c1 | -14% | 4% | -5% | -18% | 162 | -1% |
| Cc1ccc2[nH]c(=O)c(C(c3nnnn3CC3CCCO3)N3CCOCC3)cc2c1 (stereo unspecified) | -20% | -19% | -1% | -3% | 23 | 17% |
| O=[N+]([O-])c1cc(/C=N/O)ccc1SCc1ccccc1Cl | -28% | -13% | -16% | 0% | -11 | 9% |
| COCCNC(=O)C(C(=O)c1ccc(F)cc1)n1cc(C)ccc1=O (stereo unspecified) | -3% | -4% | -17% | / | -32 | -2% |
| CCN(CC)C(=O)CCCC(=O)N(CC)CC | -10% | -6% | 1% | -2% | 28 | -7% |
| COc1cc(C(=O)N=c2sccn2C)c([N+](=O)[O-])cc1OC | -18% | 1% | / | ? | -9 | -5% |
| CC1(C)C(=O)N(c2ccccc2)C1c1ccccc1O (stereo unspecified) | -43% | -11% | -3% | 1% | 19 | -2% |
| O=C(COC(=O)CNC(=O)c1ccccc1Cl)Nc1ncc(C(F)(F)F)cc1Cl | -28% | -9% | 4% | 2% | -39 | 0% |
| O=C(NCc1ccccn1)C1CCC(=O)N(Cc2ccc(Cl)cc2)C1 (stereo unspecified) | 1% | -3% | 3% | -5% | -13 | 86%[activator] |

Next structures.
| compound | AmpC no deterg | AmpC detergent | FBPA Giardia inh | Sm TGR block | HCMV inh | AMA1-RON2 inh |
| --- | --- | --- | --- | --- | --- | --- |
| Cc1nnsc1C(=O)N1CCC(CO)(Cc2ccccc2Cl)CC1 | 40% | 0% | 5% | 7% | -24 | -18% |
| Nc1nonc1-n1nnc(C(=O)N/N=C/c2ccccc2)c1CSc1ccc(Cl)cc1 | -28% | -9% | 5% | 2% | -16 | -2% |
| Cc1ccc(C(C)C)c(OCCSc2nc3ccccc3n2CC(=O)O)c1 | -17% | -2% | -16% | -6% | -9 | 7% |
| CN(C)/C=C1/Oc2c(ccc3ccccc23)C1=O | -3% | ? | 3% | -1% | ? | 4% |
| NC(=O)c1cc(N)ccc1N1CCCCC1 | -20% | -2% | 4% | 2% | -61* | -14% |
| O=C(c1ccccc1[N+](=O)[O-])N1N=C(c2ccccc2)CC1(O)C(F)(F)F (stereo unspecified) | -20% | -2% | 1% | ? | -35 | 18% |
| COc1ccc(C(=O)Nc2ccc(C(=O)Nc3nccs3)cc2)cc1[N+](=O)[O-] | -10% | ? | 5% | 2% | -35 | 16% |
| COc1ccccc1CNC(=O)CCCn1c(=O)c2cccn2c2ccccc21 | / | 18% | / | 8% | -9 | / |
| CC(C)(C)C1CCC(OC(=O)C[N+]2(C)CCCCC2)CC1 (stereo unspecified) | 20% | -1% | -3% | -4% | -62* | -6% |
| C=C(C)Cn1c(SCC(=O)O)nc2c1c(=O)[nH]c(=O)n2C | 1% | ? | 9% | -10% | 5 | -3% |
| COc1ccc(CN2C(=O)c3ccccc3C2=O)cc1C(=O)OCC(=O)NC1CCCCC1 | -11% | -4% | -4% | 0% | -34 | 9% |
